Bioassay records: PubChem BioAssay, National Center for Advancing Translational Sciences (NCATS)
Hsp90 Hop PPI = changes Hsp90-Hop TPR2A binding signal, up or down; AlphaScreen TPR2A-His6 binding biotin-Hsp90 C-terminal peptide; Potency, µM (titrated, usually from 57 µM), for the others: top-dose activity change, negative = inhibition; actives 0.44% (n = 71,000); active means well fitted curve in either direction with a large enough effect; inconclusive means small, poorly fitted or top-dose-only effect, or another doubt; further: potency means the concentration at half of the fitted maximal effect; on the % scale 0 is the no-effect control and ±100 the full control effect; many of its hits are not listed in these tables
DNA Pol III inh = blocks replication by bacterial DNA polymerase III holoenzyme; actives 0.25% (n = 71,000); Potency, µM (doses to about 57.1 µM), without a hit: at the highest dose activity change, negative = inhibition; AID 603; reconstituted DNA polymerase III holoenzyme replication, biochemical; further: potency means the concentration at half of the fitted maximal effect; on the % scale 0 is the no-effect control and ±100 the full control effect
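Reconstituted *E. coli* holoenzyme (0.35 nM Pol III, 1 nM beta, 154 nM SSB, 2 nM primase) was preincubated with compound for 15 min at RT. Synthesis on 1.4 nM ssM13Gori ran 35 min, then was stopped with PicoGreen/EDTA and read as dsDNA fluorescence.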
HBB splicing = modulators of hemoglobin beta chain splicing. HBB splicing reporter cell assay, activation; EGFP reporter with mutant IVS2-654 intron; response scale: normalised to 500 nM splice-correcting PNA. Potency, µM (doses to about 46.1 µM), without a hit: at the top dose activation, actives largely listed as activators. actives 0.06% (n = 65,000). AID 925; further: potency means the concentration at half of the fitted maximal effect; 0% is about no effect
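Compounds were applied for 2 days to HeLa EGFP-654 cells, 500/well in Optimem with 2% FCS. The reporter's EGFP is disrupted by mis-splicing of beta-globin intron IVS2-654. Readout: summed well GFP fluorescence from 488 nm laser scanning; reference was 500 nM antisense […] 654 PNA.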
USP2a inh = USP2a (human) protease inhibition; O75604; actives 0.1% (n = 60,000); USP2a enzymatic assay, qHTS inhibition; AID 927; Potency, µM (doses to about 38.3 µM), for the others: at the highest dose activity change, negative = inhibition, most hits filed as inhibitors;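 further: potency means the concentration at half of the fitted maximal effect; nearly all actives have a fitted effect of over 60% in size; plate controls were DMSO for no effect and NEM full inhibition control for full effect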
Target sequence (O75604 whole entry, looked up): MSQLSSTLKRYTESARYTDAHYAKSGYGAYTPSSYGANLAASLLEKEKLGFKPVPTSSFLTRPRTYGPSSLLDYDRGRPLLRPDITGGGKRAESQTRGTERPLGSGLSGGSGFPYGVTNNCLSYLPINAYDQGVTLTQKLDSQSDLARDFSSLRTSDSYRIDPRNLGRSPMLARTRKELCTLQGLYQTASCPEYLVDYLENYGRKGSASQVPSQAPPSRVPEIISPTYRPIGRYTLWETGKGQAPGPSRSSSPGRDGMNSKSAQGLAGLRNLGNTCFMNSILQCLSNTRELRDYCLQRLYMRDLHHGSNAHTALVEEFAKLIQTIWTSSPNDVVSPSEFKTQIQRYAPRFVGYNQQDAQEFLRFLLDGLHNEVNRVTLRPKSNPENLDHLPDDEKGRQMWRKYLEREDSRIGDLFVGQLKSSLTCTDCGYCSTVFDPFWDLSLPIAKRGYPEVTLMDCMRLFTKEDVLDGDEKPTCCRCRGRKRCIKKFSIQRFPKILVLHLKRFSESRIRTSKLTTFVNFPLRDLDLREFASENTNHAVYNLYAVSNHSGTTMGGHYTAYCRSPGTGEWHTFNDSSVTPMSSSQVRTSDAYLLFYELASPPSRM
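Coupled readout: USP2-cleaved Ub-PLA2 (20nM final) turns over NBD C6-HPC (20uM final), Ex 460nm/Em 535nm after 2.5 h, time-zero read flagging artifacts. Enzyme (20nM final, pH 8.0 Tris) given 30 min RT with compound first; NEM defines full inhibition.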
BRCT inh red = inhibitors of human BRCA1 BRCT-phosphoprotein interaction (red fluorophore); BRCT-phosphopeptide binding, red fluorescence polarization; Potency, µM (highest dose often 76.9 µM), for the others: top-dose activity change, negative = inhibition, hits mostly inhibitors; actives 0.03% (n = 75,000); AID 892; further: on the % scale 0 is the no-effect control and ±100 the full control effect
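Rhodamine-labelled pBACH1 10-mer (100 nM) bound to BRCT domain (100 nM) at pH 7.3; compounds incubated 12 min room temperature, polarization read. Free peptide defines full inhibition; unlabelled decapeptide titrated as control.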
ALOX15 inhib = inhibitors of human 15-lipoxygenase (ALOX15) | P16050 | purified 15hLO-1, xylenol orange hydroperoxide absorbance | Potency, µM (top dose mostly 57.1 µM), for the others: at the top dose activity change, negative = inhibition, usual class: inhibitors | actives 1.4% (n = 74,000); further: potency means the concentration at half of the fitted maximal effect; on the % scale 0 is the no-effect control and ±100 the full control effect; nearly all actives have a fitted effect of over 55% in size
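Quantitative HTS in 25 mM Hepes pH 7.5 containing 0.01% Triton X-100: human 15hLO-1 at 40 nM, arachidonic acid at 50 uM, 6 min turnover. Product quantified via ferrous oxidation/xylenol orange, 573:405 nm absorbance ratio.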
UbGFP stabilizer = ubiquitin-GFP accumulation via proteasome inhibition | Ubiquitin-GFP reporter cells, proteasome inhibition, GFP fluorescence; response scale: untreated = 0%, 10 µM MG-132 = 100% | Potency, µM (highest dose often 45.9 µM), without a hit: top-dose activation (GFP accumulation), hits mostly activators | 67,000 tested, under 10 active; active means well fitted activation curve with a large enough effect, not every such curve was filed as active; inconclusive means small, poorly fitted or top-dose-only effect, or another doubt; inactive means no such curve, though single readings can be large or run the other way; further: potency means the concentration at half of the fitted maximal effect
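GFP accumulation read-out: laser plate cytometry counting ubiquitin(G76V)-GFP-expressing U2OS cells after 4 hr compound exposure at 37 °C. Titrations spanned 46 uM to 2.9 nM; 0% = basal, 100% = 10 uM MG-132; concentration-response curves fitted.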
GFP derepression = epigenetic modulators derepressing GFP locus in mouse cells; mouse C127i GFP locus derepression, cytometry, 30 h; Potency, µM (series often up to 46.1 µM), for inactives: at the highest dose GFP derepression (activation); actives 0.09% (n = 68,000); AID 597; further: % of control where 0% means no effect
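Locus derepression in mouse mammary C127i cells whose integrated CMV-GFP reporter is normally silent; GFP expression after 30 h compound treatment was quantified by counting fluorescent cells.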
CRE Fsk mod = alters forskolin-stimulated CRE reporter signaling in CHO cells; CHO CRE-bla reporter (cAMP response element driving beta-lactamase), forskolin EC10, beta-lactamase ratio; Potency, µM (highest dose often 38.2 µM), for the others: at the top dose activity change, negative = inhibition, hits mostly activators; actives 2.5% (n = 71,000); AID 662; active means well fitted activation curve with a large enough effect in the signal ratio, with a control signal flat, not every such curve was filed as active; inconclusive means small, poorly fitted or top-dose-only effect, or effect the other way, or a change in a side signal; the % refers to the signal ratio; further: potency means the concentration at half of the fitted maximal effect; % of control where 0% means no effect
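qHTS titration format; CRE-bla CHO reporter; stimulus EC10 NKH 477, a water-soluble forskolin. Read: CCF4 460/530 nm ratio. Potency expressed as AC50 for activators or inhibitors.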
BRCT PPI green = blocks human BRCA1 BRCT binding to phosphopeptide, green readout. P38398. BRCA1 BRCT-phosphopeptide binding, green fluorescence polarization. actives 0.05% (n = 75,000). Potency, µM (series often up to 76.9 µM), for inactives: at the top dose activity change, negative = inhibition, usual class: inhibitors. AID 875;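 further: potency means the concentration at half of the fitted maximal effect; plate controls were peptide without protein for full effect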
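Fluorescence polarization: His-tagged BRCT (~35 kDa BRCA1 C-terminus, 250 nM) bound to 100 nM fluorescein-labeled phosphorylated 10-aa BACH1 peptide, pH 7.3 phosphate buffer with DTT and Tween 20. Compounds incubated 12 min at room temperature; inhibition read as lowered polarization.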
HADH2 inh = inhibitors of human HADH2 dehydrogenase | recombinant HADH2, NADH fluorescence, beta-hydroxybutyryl-CoA | Potency, µM (top dose mostly 57.1 µM), for the others: at the top dose activity change, negative = inhibition, hits mostly inhibitors | actives 3.4% (n = 73,000); further: potency means the concentration at half of the fitted maximal effect; on the % scale 0 is the no-effect control and ±100 the full control effect; nearly all actives have a fitted effect of over 60% in size; many of its hits are not listed in these tables
Target sequence (Q99714 whole entry, looked up, one chain of several): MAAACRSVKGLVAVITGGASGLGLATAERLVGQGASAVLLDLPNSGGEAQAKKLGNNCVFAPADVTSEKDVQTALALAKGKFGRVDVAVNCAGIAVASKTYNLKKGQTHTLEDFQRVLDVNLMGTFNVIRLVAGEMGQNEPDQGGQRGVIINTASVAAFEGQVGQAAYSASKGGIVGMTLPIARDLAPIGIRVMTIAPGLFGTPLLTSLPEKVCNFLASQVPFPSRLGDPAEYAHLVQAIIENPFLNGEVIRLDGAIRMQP
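20 nM HADH2 + cpd, 15 min RT; add 1 mM NAD+/90 uM beta-hydroxybutyryl-CoA; kinetic fluorescence 360/450 nm, 4 min. Tris-HCl pH 9.0, 0.01% Tween-20.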
The depositor's hits bear a star; u = inconclusive; x = no result given; [ ] = remark or other dose. Unless noted, the call rests on the fitted dose curve; in most records, active means well fitted curve in the direction sought with a large enough effect; inconclusive means small, poorly fitted or top-dose-only effect, or another doubt; inactive means no such curve, though single readings can be large; an effect the other way counts as inactive or inconclusive. Some of the compounds tested; the hit share may differ from the screen's.

Start of the data: the first 3 records, to show the layout:
SMILES	Hsp90 Hop PPI	DNA Pol III inh	HBB splicing	USP2a inh	BRCT inh red	ALOX15 inhib	UbGFP stabilizer	GFP derepression	CRE Fsk mod	BRCT PPI green	HADH2 inh
O=C(NCCN1CCc2ccccc2C1)C1CCN(S(=O)(=O)N2CCCCC2)CC1	-6%	-3%	2.1%[57.5 µM]	21%	1.8%	-3%	-3%	-3%	-4%	-1.3%	7%
Cc1occc1-c1nnc(SCc2nnc(-c3ccc(Cl)cc3)o2)n1C	-2%	-1%	-1.8%	8%	0.6%	-6%	-2%	2%	u	2.1%	8%
Cc1ccc2oc(=O)c3cnn(CC(=O)NCCCOC(C)C)c3c2c1	0%	3%	1.1%	x	1.8%	3%	9%	-5%	0%	-2.1%	3%

The listing (from the top)
SMILES	Hsp90 Hop PPI	DNA Pol III inh	HBB splicing	USP2a inh	BRCT inh red	ALOX15 inhib	UbGFP stabilizer	GFP derepression	CRE Fsk mod	BRCT PPI green	HADH2 inh
O=C(NCCN1CCc2ccccc2C1)C1CCN(S(=O)(=O)N2CCCCC2)CC1	-6%	-3%	2.1%[57.5 µM]	21%	1.8%	-3%	-3%	-3%	-4%	-1.3%	7%
Cc1occc1-c1nnc(SCc2nnc(-c3ccc(Cl)cc3)o2)n1C	-2%	-1%	-1.8%	8%	0.6%	-6%	-2%	2%	u	2.1%	8%
Cc1ccc2oc(=O)c3cnn(CC(=O)NCCCOC(C)C)c3c2c1	0%	3%	1.1%	x	1.8%	3%	9%	-5%	0%	-2.1%	3%
O=C(CSC1=NCCS1)NCc1ccco1	-2%[11 µM]	-1%[11.4 µM]	-3.7%[0.0738 µM]	10%[7.66 µM]	0.5%	-20%[11.4 µM]	-15%[9.17 µM]	4%	u	-1.8%	u
O=C(O)CCc1ccc(-c2cccs2)n1-c1ccc(C(=O)O)cc1	-3%	-13%	1.1%	x	-1.8%	u	5%	-2%	-4%	-2.3%	13µM*
CC(C)CNS(=O)(=O)c1ccc(CCC(=O)O)cc1	-3%	-2%	-0.9%	-2%	0.5%	5%	-7%	-2%	u	-0.7%	0%
O=C(O)C1CSC2c3ccccc3C(=O)N12 (configuration not stated)	-1%	-1%	-3.9%	-8%	1.2%	-4%	0%	-2%	-1%	-4.9%	-5%
COc1ncc2nc(-c3ccccc3)c(=O)n(C)c2n1	-4%	-7%	-2.5%	14%	0.8%	11%	-11%	1%[9.22 µM]	2%	-1.2%	u
COC(=O)c1nnn(-c2ccccc2)c1N	-1%	-2%	-2.4%	-3%	-1.9%	15%	-10%	-1%	u	-2.8%	-10%
C=C(CC1([C@@H](NP(=O)(c2ccccc2)c2ccccc2)[C@H]2C[C@@H]2CCCC)CC1)c1ccccc1	-4%	-6%	3.2%	x	-4.6%	x	x	x	-9%	-1.4%	14%

Reprinted from the part before: four entries, then new ones.
SMILES	Hsp90 Hop PPI	DNA Pol III inh	HBB splicing	USP2a inh	BRCT inh red	ALOX15 inhib	UbGFP stabilizer	GFP derepression	CRE Fsk mod	BRCT PPI green	HADH2 inh
O=C(O)C1CSC2c3ccccc3C(=O)N12 (configuration not stated)	-1%	-1%	-3.9%	-8%	1.2%	-4%	0%	-2%	-1%	-4.9%	-5%
COc1ncc2nc(-c3ccccc3)c(=O)n(C)c2n1	-4%	-7%	-2.5%	14%	0.8%	11%	-11%	1%[9.22 µM]	2%	-1.2%	u
COC(=O)c1nnn(-c2ccccc2)c1N	-1%	-2%	-2.4%	-3%	-1.9%	15%	-10%	-1%	u	-2.8%	-10%
C=C(CC1([C@@H](NP(=O)(c2ccccc2)c2ccccc2)[C@H]2C[C@@H]2CCCC)CC1)c1ccccc1	-4%	-6%	3.2%	x	-4.6%	x	x	x	-9%	-1.4%	14%
CCOC(=O)N1CCN(C/C(C)=C/c2ccccc2)CC1	0%	4%	-0.3%	1%	0.1%	-5%	-6%	u	1%	-6.2%	7%
O=C(CCc1ccc(S(=O)(=O)N2CCOCC2)cc1)NCCCN1CCCC1=O	1%	1%	-0.8%	-1%	-1.0%	-7%	-14%	2%	-4%	-3.7%	10%
Cc1oc(-c2cccs2)nc1CS(=O)CC(=O)NCCCN1CC(C)CC(C)C1 (configuration not stated)	-2%	1%	-0.1%	x	0.1%	-2%	-6%	-3%	-11%	-3.7%	2%
Cc1cc2cc(CNC(=O)CCC(=O)O)ccc2[nH]1	-1%	-1%	-0.3%	-10%	1.0%	-8%	3%	4%	-3%	-0.1%	-11%
CCOC(=O)CNC(=O)Cn1cnc2ccc(S(=O)(=O)N3CCC(C)CC3)cc2c1=O	0%	0%	0.4%	10%	-0.7%	0%	20%	-2%	-10%	-2.9%	5%
Clc1cc(Cl)c2nc(N3CCCC3)sc2c1	23%	-1%	-3.6%	-25%	0.0%	-24%	-7%	0%	u	-0.4%	-1%
O=C(COc1ccc2c(c1)CCC2)N1CCc2ccccc21	12%	-1%	0.0%[57.5 µM]	-3%	0.5%	-6%	-1%	0%	-13%	3.6%	-3%
CC1(C)CC(=O)C(C=NCCCN2CCOCC2)=C(O)C1	-5%	1%	1.1%	x	0.5%	2%	19%	-2%	5%	-1.5%	2%
Cc1ccccc1NC(=O)CC1SC(=NC2CCCCC2)NC1=O (configuration not stated)	3%	4%	1.6%	4%	-0.5%	-5%	3%	0%	-17%	-0.5%	1%
CCOc1ccc(N2CC(C(=O)Nc3ccc(F)cc3F)CC2=O)cc1 (configuration not stated)	-1%	-3%	x	9%	0.5%	5%	-7%	0%	-2%	-3.9%	8%
C=CCOc1ccccc1CNn1nnnc1N	-4%	-3%	-0.1%	1%	-0.2%	5%	4%	0%	1%	-1.6%	-2%
OC1CC2CC[C@H](C1)N2CCCN1c2ccccc2Sc2ccc(Cl)cc21 (some centres not stated)	0%[11 µM]	-4%[11.4 µM]	2.8%[9.22 µM]	x	0.5%[15.4 µM]	-1%[11.4 µM]	3%[9.17 µM]	-2%[9.22 µM]	0%[7.6 µM]	-1.2%[15.4 µM]	13%[11.4 µM]
CC(C)(N=NC(C)(C)C1=NCCN1)C1=NCCN1	-1%[11 µM]	-18%[11.4 µM]	0.4%[9.22 µM]	x	0.9%[15.4 µM]	2%[11.4 µM]	0%[9.17 µM]	0%[9.22 µM]	3%[7.6 µM]	-1.4%[15.4 µM]	-5%[11.4 µM]
O=C(Nc1ccccc1C(=O)O)c1ncn[nH]1	-15%	-6%	0.8%[9.22 µM]	1%	-4.0%	-18%	18%	-2%	0%	-3.2%	-3%
CCN1CCCC1CNC(=O)c1c(O)c2c([nH]c1=O)CCCC2 (configuration not stated)	0%	-3%	-3.2%	-4%	0.3%	-1%	-15%	0%	-5%	-0.2%	9%
c1ccc(-c2n[nH]c3c2CCC3)cc1	0%	-3%	0.9%[57.5 µM]	-13%	0.3%	2%	0%	3%	9%	0.9%	-3%
CCCC(c1nnnn1CS(=O)(=O)c1ccc(C)cc1)N1CCN(c2ccccc2)CC1 (configuration not stated)	-6%	-5%	-0.4%	14%	-3.9%	-4%	-1%	-1%	u	1.3%	0%
Nc1ccc2nc3n(c(=O)c2c1)CCC3	-4%	-7%	0.1%	x	-1.1%	-7%	0%	-3%	-1%	-4.3%	25µM*
Cc1cccc(-c2nc(CS(=O)CC(=O)NCC3CCCO3)c(C)o2)c1 (configuration not stated)	-2%[2.3 µM]	3%	-0.5%	x	0.1%	4%	-9%	x	-9%	-0.4%	-15%
O=C(NCc1ccc2c(c1)OCO2)c1cccs1	-3%	-5%	0.5%	6%	0.2%	0%	3%	0%	-3%	-2.9%	1%
CCCC(=O)c1cc(F)c(N2CCN(C(=O)OCC)CC2)cc1C	3%	1%	0.2%[9.22 µM]	-2%	-1.0%	-4%	1%	0%	3%	-0.4%	-10%
